Bioassay records (PubChem)
TRPC6 act – mouse TRPC6 channel activators, primary screen, cell-based, HEK293, membrane potential dye. HEK293-TRPC6 membrane potential dye fluorescence; stronger effect = higher value. B-score at 10 µM. Short transient receptor potential channel 6 (Mus musculus), Q61143. 0.13% of 310,000 active;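 active = B-score of the integrated fluorescence ratio above library mean plus 3 SD, and starting fluorescence ratio within library mean plus 5 SD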;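 also: higher score means more depolarization so channel activation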
HDAC3 inh – HDAC3 deacetylase inhibitors, primary screen, biochemical, fluorescence, cell-free homogeneous | Histone deacetylase 3 (Homo sapiens), O15379 | recombinant HDAC3, fluorogenic peptide/trypsin coupled | inhibition, % at 8.3 µM | 0.15% of 320,000 active; in the data active = inhibition above about 26%, passing the limit was not always enough; inconclusive = no clear call, values can overlap the other calls
MrgX1 PAM – positive allosteric modulators of MrgX1, primary screen, HEK293 cells, Fluo-4 calcium flux; FDSS; stronger effect = higher value; B-score at 10 µM; 0.63% of 310,000 active; AID 588675, 2011;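 active = plate-corrected calcium response at least 3 library SD above typical, normal starting fluorescence, not activating the receptor alone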;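 also: compound read alongside a low EC10 to EC30 dose of BAM8-22 agonist; peak minus trough fluorescence over baseline measured at the second addition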
TMEM16A inh – TMEM16A chloride channel inhibitors, primary screen, cell-based, HTS; Anoctamin-1 (Mus musculus), Q8BHY3; HEK293 TMEM16A/YFP iodide influx fluorescence, ionomycin; normalized B-score (activity score, 25-100; higher = stronger inhibition) at 10 µM; 1.2% of 310,000 active; AID 588511, 2011;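 active = ratio plate-corrected score three or more library SD toward inhibition, starting fluorescence score within five deviations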;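 also: score derived from kinetic fluorescence span divided by baseline fluorescence per well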
MrgX1 antagonist – antagonists of human MrgX1 receptor, primary screen, HEK293 cells, Fluo-4 calcium flux | BAM8-22 antagonism; stronger effect = lower value | B-score at 10 µM | Mas-related G-protein coupled receptor member X1 (Homo sapiens), Q96LB2 | 1.3% of 310,000 active;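 active = calcium-response B-score plate-corrected more than 3 library SD below zero, starting fluorescence within 5 deviations, no agonist response on first addition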;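 also: peak minus trough fluorescence over baseline after final BAM8-22 challenge near maximal dose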
RGS4 inh – RGS4 inhibitors, primary screen, cell-based, HEK293 M3R inducible RGS4, calcium flux. Regulator of G-protein signaling 4 (Homo sapiens), P49798. Fluo-4 calcium flux; stronger effect = higher value; triggered by carbachol at its EC20. B-score at 10 µM. 0.45% of 310,000 active. AID 463165, 2010;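 active = B-score, a plate-corrected calcium signal, over three deviations above library mean, with baseline fluorescence within five deviations of library mean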;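 also: RGS4 expression induced by doxycycline in cells with stable M3 receptor; B-score is computed from the integrated fluorescence ratio over baseline after carbachol; higher B-score means a larger calcium signal and so more RGS4 inhibition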
RGS4 pot – RGS4 potentiators or activators, primary screen, cell-based, HEK293 M3R inducible RGS4, calcium flux; carbachol calcium flux Fluo4; stronger effect = lower value; B-score at 10 µM; 0.92% of 310,000 active; AID 463111, 2010;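 active = B-score of the integrated calcium signal more than 4 SD below the library mean, with starting fluorescence not abnormally high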;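 also: negative B-score means reduced calcium response which marks RGS4 activation or potentiation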
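Detection: kinetic calcium fluorescence imaging with Fluo4-AM dye, 2 µM / Material: HEK293 cells with stable M3R and inducible RGS4 / Schedule: recording 10 s baseline at 1 Hz, 100 s post-agonist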
TRPC6 inh – mouse TRPC6 channel inhibitors, primary screen, cell-based, HEK293, membrane potential dye. Short transient receptor potential channel 6 (Mus musculus), Q61143. ACh-evoked depolarization; stronger effect = lower value. B-score at 10 µM. 1.1% of 310,000 active;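 active = B-score under library mean minus 3 SD, initial fluorescence not abnormally high, positive integrated signal ratio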;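 also: B-score derived from integrated fluorescence ratio over the kinetic read; more negative B-score means stronger inhibition of depolarization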
TMEM16A act – TMEM16A chloride channel activators or potentiators, primary screen, cell-based, HTS; HEK293 TMEM16A/YFP-H148Q/I152L, iodide quench fluorescence; stronger effect = lower value; AID 623877, 2012; 0.3% of 340,000 active; B-score at 10 µM;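 active = fluorescence-ratio B-score plate-corrected deviation score at least 3 library SD below zero, with starting fluorescence score within 5 deviations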;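 also: channel opened by trigger with iodide after compound preincubation; score built on the fluorescence ratio of max minus min over baseline; more negative score means more quench and so TMEM16A activation or potentiation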
SKKanGAS inh – S. pyogenes SKKanGAS growth inhibitors in kanamycin, primary screen, streptokinase expression inhibitor project, SKKanGAS strain, BacTiter-Glo luminescence; inhibition, % at 7.5 µM; 6 h; 1.3% of 300,000 active;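 active = mean replicate score, as percent of positive control median, at least 50; inconclusive = mean below 50 but one replicate at or above 50; inactive = mean and every replicate below 50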;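 also: strain carries kanamycin resistance gene driven by streptokinase promoter and grows in 40 µg/ml kanamycin; loss of luminescence reflects streptokinase promoter inhibition or plain growth inhibition; 0% = median of DMSO wells and 100% = positive control at its reference dose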
MrgX1 ag – agonists of human MrgX1 receptor, primary screen, HEK293 cells, Fluo-4 calcium flux; 0.44% of 310,000 active; Mas-related G-protein coupled receptor member X1 (Homo sapiens), Q96LB2; B-score at 10 µM; Fluo-4 calcium fluorescence, agonist mode; stronger effect = higher value;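 active = calcium response B-score plate-corrected fluorescence ratio at least 3 library SD, with starting fluorescence B-score inside 5 SD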
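times = overnight plating, then 30 min 37 °C plus 30 min room-temperature dye loading | assay system = stable human MrgX1 HEK293 cell line | input = fifteen thousand cells per well | signal = kinetic calcium dye fluorescence, Fluo-4 NW | dosing = compound delivered in addition one of three | read-out = B-scored fluorescence response ratio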
* = called active by the depositor; i = inactive; ? = inconclusive; . = no result given. Rows were taken by chance. Share with any hit: about 6.7%.

SMILES	TRPC6 act	HDAC3 inh	MrgX1 PAM	TMEM16A inh	MrgX1 antagonist	RGS4 inh	RGS4 pot	TRPC6 inh	TMEM16A act	SKKanGAS inh	MrgX1 ag
Cn1ccnc1Sc1nnnn1-c1ccccc1	i	-2	i	i	i	i	i	i	i	0	i
CC(=O)c1cccc(NC(=O)[C@@H](NC(N)=O)C(C)C)c1	i	-3	i	i	i	i	i	i	i	-5	i
CC(OC(=O)c1cc2sccc2n1C)C(=O)NCCc1ccccc1 (stereo unspecified)	i	-7	i	i	i	i	i	i	i	2	i
COCC(=O)Nc1sc2c(c1C(=O)OC)C(C(=O)OC)CC2 (stereo unspecified)	i	-4	i	i	i	i	i	i	i	7	i
Cc1ccc(C)c(NS(=O)(=O)c2ccc(OCC(=O)NCc3cccnc3)cc2)c1	i	-7	i	i	i	i	i	i	i	4	i
CCOC(=O)c1[nH]ncc1CN1CCc2ccc(NC(=O)C3CCCO3)cc2C1 (stereo unspecified)	i	-4	i	i	i	i	i	i	i	-6	i
Cc1ccc(NC(=S)N(CCN2CCCCC2)Cc2ccco2)cc1C	i	-7	i	i	i	i	i	i	i	0	i
O=C1CCCN1CCC(=O)N1CCCC(Nc2ccc(F)c(F)c2)C1 (stereo unspecified)	i	1	i	i	i	i	i	i	i	3	i
O=C(COC(=O)c1ccc(O)cc1O)Nc1nnc(-c2ccccc2)o1	i	0	i	i	i	i	i	i	i	-7	i
CSc1nc2nc(-c3cccs3)cc(C(F)(F)F)c2c(=O)[nH]1	i	-15	i	i	i	i	i	i	i	-4	i
c1ccc(-c2ccc(-c3cn4c(n3)CCC4)cc2)cc1	i	-61	i	i	i	i	i	i	i	11	i
O=C1OCCC1Sc1nnc(-c2ccc(Cl)cc2Cl)o1 (stereo unspecified)	i	0	i	25*	i	i	i	i	i	-17	i
Cc1cc2c(c(N3CCOCC3)n1)C(=O)OC2	i	-7	i	i	i	i	i	i	i	-8	i
Fc1ccc(NC(=S)N/N=C/c2cccc(Br)c2)c(F)c1	i	-4	i	i	i	i	i	i	i	-18	i
NC(=O)c1c(NC(=O)C2c3ccccc3Oc3ccccc32)sc2c1CCCCC2	i	4	13*	i	i	i	i	-5.1*	i	8	i
O=C(Nc1c(-c2ccccc2)nc2sccn12)c1ccccc1	i	-4	i	i	i	i	i	i	i	-7	i
Cn1cc(C(=O)NCc2cccnc2)c(=O)c2cc(S(=O)(=O)N3CCCCCC3)ccc21	i	0	i	i	i	i	i	i	.	0	i
CC(=O)N1CCN(c2nc(-c3ccco3)c3c(c2C#N)CC(C)(C)SC3)CC1	i	-7	i	i	i	i	i	i	i	1	i
Cc1cccc(NS(=O)(=O)c2ccc(C)c(C(N)=O)c2)c1	i	5	i	i	i	i	i	i	i	4	i
COc1ccc(N2CCN(C(=O)CNC(=O)c3nn(-c4ccc(OC)cc4)c(=O)c4ccccc34)CC2)cc1	i	1	i	i	i	i	i	i	i	12	i
CCOC(=O)C1(C)NC(c2ccco2)C2C(=O)N(c3ccc(C)cc3)C(=O)C21 (stereo unspecified)	i	-4	i	i	i	i	i	i	i	-2	i
COc1cc(/C=N/NC(=O)CC(=O)NC2CCCCC2)ccc1O	i	2	i	i	i	i	i	i	i	3	i
COC(=O)c1cccc(-n2nnnc2SCC(=O)Nc2cc(C)on2)c1	i	-1	i	i	i	i	i	i	i	-5	i
COc1cccc(/C=N/NC(=O)c2cc3c(OC)cccc3[nH]2)c1O	i	2	i	i	i	i	i	i	i	-4	i
COC(=O)c1cc(C(=O)OC)cc(-n2c(C)cc(C=O)c2C)c1	i	?	i	i	i	i	i	i	i	20	i

Next results.
SMILES	TRPC6 act	HDAC3 inh	MrgX1 PAM	TMEM16A inh	MrgX1 antagonist	RGS4 inh	RGS4 pot	TRPC6 inh	TMEM16A act	SKKanGAS inh	MrgX1 ag
COc1ccc(Cl)cc1NC(=O)CN1C(=O)NC2(CCCC2)C1=O	i	-5	i	i	i	i	i	i	i	-3	i
Cc1cc(C)c2nc(-c3ccncc3)cc(C(=O)N3CCN(Cc4ccccc4Cl)CC3)c2c1	i	6	i	i	i	i	-7.4*	i	i	74*	i
Cc1ccc(S(=O)(=O)NCc2nc(-c3ccccc3)no2)cc1	i	-5	i	i	i	i	i	i	i	-4	i
C=C(C)Cn1c(CCNC(=O)c2ccco2)nc2ccccc21	i	4	i	i	i	i	i	i	i	-1	i
O=C(OCC(=O)N1CCN(C(=O)c2ccco2)CC1)c1sc2ccccc2c1Cl	i	-1	i	i	i	i	i	i	i	-5	i
CCOC(=O)c1cc2c(=O)c3ccccc3oc2nc1C	i	1	i	i	i	i	i	i	i	3	i
CCC(=O)c1cn(CC(=O)Nc2ccc(C)cc2C)c2ccccc12	i	1	i	i	i	i	i	i	i	5	i
COc1ccc(OC)c(NS(=O)(=O)c2ccc(Br)s2)c1	i	3	i	i	i	i	i	i	.	0	i
CCC(C)NC(=O)CSc1nc2ccccc2c(=O)n1CCCC(=O)NCC1CCCO1 (stereo unspecified)	i	6	i	i	i	i	i	i	i	2	i
CC1CCCN(S(=O)(=O)c2ccc3c(c2)C(C)(C)C(=O)N3C)C1 (stereo unspecified)	i	0	i	i	i	i	i	i	i	-3	i
OC(CNCCc1ccc(C(F)(F)F)cc1)COc1cccc2ccccc12 (stereo unspecified)	i	7	i	i	i	i	i	i	i	25	i
O=C(O)c1cnn(-c2ccccc2)c1-c1ccncc1	i	-6	i	i	i	i	i	i	i	3	i
CCOc1c(Br)ccc2c1sc1nc[nH]c(=O)c12	i	0	i	i	i	i	i	i	i	0	i
Cc1[nH]c(=O)[nH]c(=O)c1S(=O)(=O)Nc1ccc(F)c(Cl)c1	i	2	i	i	i	i	i	i	i	1	i
S=c1[nH]nc(-c2ccccn2)n1/N=C/c1ccc(Cl)c(Cl)c1	i	5	i	i	i	i	i	i	i	-3	i
COCCn1c(SCC(=O)Nc2cc(OC)ccc2OC)nc2c(c1=O)SC(C)C2 (stereo unspecified)	i	4	i	i	i	i	i	i	i	-2	i
CC(C)Cn1c(N)c(C(=O)COC(=O)c2ccc(Cl)cc2)c(=O)n(C)c1=O	i	-4	i	i	i	i	i	i	i	-2	i
COc1ccc2c(c1)sc(=N)n2CC(=O)Nc1cc(C)cc(C)c1	i	-4	i	i	i	i	i	i	i	-1	i
O=C(N/N=C/c1ccc(O)c(O)c1)C1CC1	i	12	i	i	i	i	i	i	i	-1	i
Cc1ccc(/C=C/C(=O)O)cc1S(=O)(=O)N1CCCCC1	i	-10	i	i	i	i	i	i	i	-8	i
Cc1cccc(C)c1N1C(=O)C(Cl)=C(N2CCCC2)C1=O	i	-1	i	i	i	i	i	i	i	5	i
O=C(c1ccc(CS(=O)c2cccc(Cl)c2)o1)N1CCN(c2ccccn2)CC1 (stereo unspecified)	i	-2	i	i	i	i	i	i	i	-2	i
Cc1c[nH]c2cccc(OCC(O)CNC(C)(C)C)c12 (stereo unspecified)	i	?	i	i	i	i	i	i	i	-4	i
Cc1ccnc(N=Cc2nc(-c3ccccc3Br)oc2O)c1	i	7	i	i	i	i	i	i	i	4	i
Cc1ccc2nc(-c3ccccc3)nc(SC(C)C(=O)NCc3cccs3)c2c1 (stereo unspecified)	i	1	i	i	-7.3*	i	i	i	.	1	i

Additional records
SMILES	TRPC6 act	HDAC3 inh	MrgX1 PAM	TMEM16A inh	MrgX1 antagonist	RGS4 inh	RGS4 pot	TRPC6 inh	TMEM16A act	SKKanGAS inh	MrgX1 ag
CC(=O)Nc1ccc(NC(=O)C(C)OC(=O)CCCOc2ccc(Cl)cc2C)cc1 (stereo unspecified)	i	-2	i	i	-7.8*	i	i	i	i	0	i
COc1ccc(-c2noc(CCC(=O)Nc3cc(Cl)c(OC)cc3OC)n2)cc1	i	10	i	i	i	i	i	i	i	4	i
CCCCCCc1cc2cc(S(=O)(=O)c3ccc(C)cc3)c(=O)oc2cc1O	i	13	i	i	i	i	i	i	i	16	i
CCN(CC)S(=O)(=O)c1ccc(OCC(=O)NCc2ccccc2)cc1	i	-7	i	i	i	i	i	i	i	-7	i
CC(=O)N1CCN(C(=S)NCc2ccccc2)CC1	i	2	i	i	i	i	i	i	i	2	i
C=CCSc1nnc(-c2cc3c(C(F)(F)F)nn(C)c3s2)n1C	i	-2	i	i	i	i	i	i	i	-1	i
O=C(O)c1ccc(-c2noc(-c3ccccc3C(F)(F)F)n2)cc1	i	17	i	i	i	i	i	i	i	10	i
COCC(=O)Nc1cc(C)cn(Cc2cccc(C(F)(F)F)c2)c1=O	i	3	i	i	i	i	i	i	i	-2	i
Cc1cc(C#N)c(C)c(SCc2[nH]nc3c2C(c2ccccc2)C(C#N)=C(N)O3)n1 (stereo unspecified)	i	3	i	i	i	i	i	i	i	10	i
c1ccc2c(c1)OCCOCCOCCOCCOc1ccccc1OCCOCCOCCO2	i	2	i	i	i	i	i	i	i	-6	i
O=C(OCC(=O)N1CCCCCC1)c1ccc([N+](=O)[O-])cc1Cl	i	3	i	i	i	i	i	i	i	-3	i
COc1ccccc1N1CCN(C(C)C(=O)N2CC(C)OC(C)C2)CC1 (stereo unspecified)	i	2	i	i	i	i	i	i	i	-3	i
O=C(OCC(=O)N1CCCC1)c1cc(Cl)ccc1[N+](=O)[O-]	i	-6	i	i	i	i	i	i	i	13	i
COCCn1c(=NC(=O)c2cc(-c3cccs3)nc3ccccc23)sc2cc(S(N)(=O)=O)ccc21	i	-5	i	i	i	i	i	i	i	37	i
CNC(=O)COC(=O)c1ccccc1C(=O)c1ccc(Cl)c([N+](=O)[O-])c1	i	.	.	.	.	i	i	i	i	-11	.
O=C(Nc1c(C(=O)N2CCN(c3ccccn3)CC2)oc2ccccc12)c1cccc([N+](=O)[O-])c1	i	-1	i	i	i	i	i	i	i	11	i
